Screens (PubChem BioAssay)
MITF TRPM1 HTS = activators of MITF-driven TRPM1 promoter reporter, primary screen, cell-based, SK-MEL-5, luciferase, single point; SK-MEL-5 TRPM1-promoter luciferase, 24 h; % of positive control, neutral wells = 0; activation, % at 12.5 µM; 300,000 tested, 0.75% active; AID 588334, 2011;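 active = mean activation of at least 80% with every replicate also reaching 80%; inconclusive = mean reaches 80% but some replicate falls short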;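 note: 0% = neutral control wells and 100% = parthenolide positive control wells; values of inactives mirror those of a sister screen read the other way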
PfHsp90 yeast 2 = growth inhibition of PfHsp90-expressing yeast, primary screen, antimalarial PfHsp90 inhibitor project, S. cerevisiae, BacTiter-Glo luminescence, single point, set 2 | BacTiter-Glo ATP, 48 h; yeast lacking PDR1 and PDR3 efflux regulators | inhibition, % at 9.4 µM | 310,000 tested, 0.32% active | AID 504621, 2011;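 active = every replicate shows inhibition above about 80%, whatever the replicate mean, limit read from the data; inconclusive = mean inhibition reaches the set limit but some replicate falls short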;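 note: 0% = DMSO neutral controls and 100% = 20 µM radicicol positive controls; yeast relying on Plasmodium falciparum Hsp90 in place of its own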
PvdQ acylase = P. aeruginosa PvdQ acylase inhibitors, primary screen, biochemical, fluorescence, plate reader and imaging, single point; PvdQ acylase [Pseudomonas aeruginosa LESB58]; purified PvdQ acylase; inhibition, % at 10 µM; 340,000 tested, 0.063% active; AID 488965, 2010; in the data active = inhibition above about 30%, passing the limit was not always enough; inconclusive = no clear call, values can overlap the other calls;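 note: 0% = vehicle neutral wells and 100% = reference inhibitor wells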
dFosB activator = activators of delta FosB homodimer, primary screen, biochemical, fluorescence polarization, TAMRA-CDK5 oligo, single point | purified delta FosB; percent of positive-control signal above neutral wells | activation, % at 25 µM | 340,000 tested, 0.99% active;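 active = mean activation above about 17%, with every replicate also reaching it, limit read from the data, passing the limit was not always enough; inconclusive = only one of the two conditions met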;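 note: fluorescence polarization rise as delta FosB binds a TAMRA Cdk5 AP-1 oligo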
Target sequence (P13346 whole entry, looked up): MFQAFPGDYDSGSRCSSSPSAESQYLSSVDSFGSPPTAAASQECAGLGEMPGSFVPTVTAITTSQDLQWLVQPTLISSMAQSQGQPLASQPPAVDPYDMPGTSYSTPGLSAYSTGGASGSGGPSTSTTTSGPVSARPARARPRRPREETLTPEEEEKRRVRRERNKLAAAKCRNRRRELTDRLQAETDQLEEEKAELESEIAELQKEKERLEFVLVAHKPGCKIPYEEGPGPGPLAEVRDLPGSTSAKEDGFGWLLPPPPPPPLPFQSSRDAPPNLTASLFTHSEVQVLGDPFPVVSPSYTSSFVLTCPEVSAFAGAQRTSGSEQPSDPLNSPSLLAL
SR-BI DiI-HDL act = activators of SR-BI mediated DiI-HDL uptake, primary screen, ldlA[mSR-BI] CHO cells, DiI fluorescence; 3 h; 100 = double the neutral-control signal; activation, % at 12.5 µM; 320,000 tested, 0.096% active;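 active = mean replicate activation of at least 60% and every replicate at or above 60%; inconclusive = mean or all-replicate condition met, but not both; inactive = mean below 60% and not all replicates reaching 60%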;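 note: 0% = median plate neutral-control signal and 100% = twice that signal; values of inactives mirror those of a sister screen read the other way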
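Material: SR-BI-overexpressing, LDLR-lacking CHO cells; schedule: compound exposure 3 h, 37 °C; reagent: DiI-labelled HDL at 10 µg/mL final; technique: bottom-read fluorescence, 550/595 nm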
SR-BI DiI inh = inhibitors of SR-BI mediated HDL lipid uptake, primary screen, ldlA[mSR-BI] cells, fluorescence, single point. AID 488896, 2010. 320,000 tested, 0.96% active. inhibition, % at 12.5 µM. Scavenger receptor class B member 1 (Mus musculus), Q61009. ldlA[mSR-BI] CHO cells, DiI-HDL uptake fluorescence, 3 h;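 active = mean replicate inhibition of at least 70% and a set share of replicates each scoring 70 or more; inconclusive = meets just one of the two criteria; inactive = fails both criteria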;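 note: 0% = median of neutral control wells and 100% = median of positive control wells; values of inactives mirror those of a sister screen read the other way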
CAL PDZ FP-1 = CAL PDZ peptide-binding inhibitors, primary screen, biochemical, fluorescence polarization, Cer-tagged CAL PDZ, HTS; Golgi-associated PDZ and coiled-coil motif-containing protein (Homo sapiens), Q9HD26; 330,000 tested, 0.02% active; purified CAL PDZ, TMR-peptide fluorescence polarization, 1 h; AID 504414, 2011; inhibition, % at 20 µM;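 active = highest replicate inhibition of at least 40%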;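 note: plate controls were DMSO neutral control wells for no effect and unlabeled competitor peptide control wells for full effect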
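Material: tagged CAL PDZ domain; buffer or medium: 25 mM sodium phosphate pH 7.4, 150 mM NaCl, TCEP, IgG, Thesit; compound dosing: single point, 20 µM; schedule: 1 h incubation at room temperature before polarization reading; measured by: FP readout, S and P plane fluorescence; read-out basis: percent inhibition from loss of millipolarization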
Rtt109 HAT inh = inhibitors of C. albicans Rtt109/Vps75 HAT, primary screen, biochemical, ThioGlo CoA-SH fluorescence, plate reader; Histone acetyltransferase RTT109 (Candida albicans (strain SC5314 / ATCC MYA-2876)), …; purified Rtt109/Vps75, 4 h; inhibition, % at 34.9 µM; 330,000 tested, 0.16% active;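 active = inhibition of at least 50% in every replicate; inconclusive = best replicate reaches 50% inhibition but some replicates fall short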
Target sequence (Q5AAJ8 whole entry, looked up): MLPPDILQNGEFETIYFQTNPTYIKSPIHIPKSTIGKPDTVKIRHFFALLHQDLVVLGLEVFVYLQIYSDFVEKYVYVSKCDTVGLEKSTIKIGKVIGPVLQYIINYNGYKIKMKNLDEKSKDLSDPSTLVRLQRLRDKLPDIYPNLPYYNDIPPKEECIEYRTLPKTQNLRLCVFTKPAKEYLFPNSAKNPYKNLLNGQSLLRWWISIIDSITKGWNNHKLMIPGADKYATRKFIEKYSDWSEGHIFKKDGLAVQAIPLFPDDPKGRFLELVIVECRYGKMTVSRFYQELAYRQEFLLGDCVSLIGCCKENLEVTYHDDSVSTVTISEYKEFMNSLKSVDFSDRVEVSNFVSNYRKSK
CAL PDZ FP-2 = untagged CAL PDZ binding inhibitors, primary screen, biochemical, fluorescence polarization, HTS; Golgi-associated PDZ and coiled-coil motif-containing protein (Homo sapiens), Q9HD26; purified CAL PDZ, TMR-peptide fluorescence polarization, 1 h; inhibition, % at 24.9 µM; 300,000 tested, 0.92% active; AID 602252, 2012;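 active = mean inhibition of at least 30% with at least half of replicates also reaching 30%; inconclusive = no clear call, values can overlap the other calls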;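 note: 0% = DMSO neutral control and 100% = excess unlabeled competitor peptide PRC23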
NSD2 HMT inh = NSD2 histone methyltransferase inhibitors, primary screen, biochemical, AlphaScreen, single concentration, set 2 | Histone-lysine N-methyltransferase NSD2 (Homo sapiens), O96028 | inhibition, % at 12.5 µM | 310,000 tested, 0.54% active | NSD2 peptide methylation, 120 min; in the data active = inhibition above about 50%
* marks the source's active call; other numbers are inactive results; ? = inconclusive; . = no result given; & = joins results of further samples. No enrichment for hits; overall some 4.3% were active at least once.

Results follow in this order: MITF TRPM1 HTS, PfHsp90 yeast 2, PvdQ acylase, dFosB activator, SR-BI DiI-HDL act, SR-BI DiI inh, CAL PDZ FP-1, Rtt109 HAT inh, CAL PDZ FP-2, NSD2 HMT inh
> COc1ccc(-c2noc(CNC(=O)Nc3ccc(F)cc3)n2)cc1
→ 0, -15, 12, -2, -4, 4, -2.0, ., -4, 0
> CC1=CC(C)(C)Nc2ccccc21
→ 3&-8, 6, -12&0, -5&-8, -3&11, 3&-11, -2.2&-0.2, -9&14, -3&0, 1
> CSc1nc(C)cc(OCC(=O)N/N=C/c2ccccc2O)n1
→ -25, -22, -8, 1, -10, 10, -1.9, -5, -2, -3
> CN(C)C(=O)c1ccc(=O)n(Cc2ccc(Cl)cc2Cl)c1
→ 7, -7, -5, 5, 6, -6, -0.8, 12, -2, 1
> CCOc1ccccc1C(=O)NCC(=O)OCc1csc(CC(=O)Nc2ccc(C)cc2)n1
→ 25, -1, -15, -2, -64, 64, -0.1, -10, 65*, -7
> CCOCCCN(C(=O)c1snc(C(N)=O)c1N)C(C(=O)NC(C)(C)C)c1ccc(Cl)cc1 (stereo unspecified)
→ 0, 5, 7, -9, 21, -21, -0.4, -3, ., -3
> Cc1nn2c(-c3ccc(F)cc3)ccnc2c1Br
→ -5, 5, 4, 2, 6, -6, -1.5, -2, 0, 6
> O=C1NC(=S)N/C1=C/c1ccc2ccccc2c1
→ 15, 1, 6, -6, 4, -4, 0.0, 1, -6, -1
> CCOC(=O)C(=Cc1ccc(-n2ccnc2)cc1)C(=O)OCC
→ -74, -7, -12, -6, -4, 4, 0.6, 8, -3, 4
> COc1ccc(-n2nc(N)c(C(N)=O)n2)cc1
→ 19, -3, 1, 1, -17, 17, -0.2, -4, 1, -7
> COc1ccc(N(CC(=O)NC2CCCCC2)C(=O)CNC(=O)c2cccs2)cc1
→ -1, -2, -4, -6, ., ., -1.3, 6, -3, 6
> COc1ccc(NC(=O)NN2CCN(C)CC2)cc1OC
→ 8, -12, -14, -1, 16, -16, -0.4, -3, -2, -3
> COc1ccc2nc(NC(=O)c3ccc(-n4nc(C)cc4C)cc3)sc2c1
→ -1, 1, 10, 0, -35, 35, -0.1, -4, 4, -1
> O=C(NNC(=O)c1cc2ccccc2oc1=O)c1ccccc1
→ ., 2, -10, 6, ., ., -3.1, -6, -1, -1
> CC(=O)c1ccc(N(CC(=O)NC2CCS(=O)(=O)C2)S(=O)(=O)c2ccc(Cl)cc2)cc1 (stereo unspecified)
→ 3, 27, 8, 2, 20, -20, -0.3, -13, -2, -1
> CC(C)(C)n1nnnc1CN1CCN(C(c2ccccc2)c2ccccc2)CC1
→ -9, -13, 3, -10, 3, -3, -0.3, 19, ., 5
> CC(C)(C)NC(=O)/C=N/O
→ -9, 21, -4, -10, 0, 0, 0.9, -4, -1, -2
> CN1CCN(S(=O)(=O)c2cccc(C(=O)Nc3sc4c(c3C(N)=O)CCCC4)c2)CC1
→ -10, -17, -9, 12, -41, 41, 0.1, 0, 2, -1
> COc1ccc(Cl)cc1NC(=O)CSc1nnc(CNC(=O)c2ccco2)o1
→ -4, -7, 6, 0, -9, 9, -2.8, ., -3, -3
> COc1ccccc1CNC(=O)c1ccccc1C(=O)NC(C)(C)C(=O)NCc1ccccc1OC
→ -9, 1, -24, -10, 11, -11, -3.3, -1, -2, -1
> Cc1ccc2c(c1)Oc1ccc([N+](=O)[O-])cc1C(=O)N2
→ -2, -3, -5, 7, 3, -3, -1.0, -4, -1, -2
> COc1cc(NC(=O)CSc2nnc(Cn3nnc4ccccc43)n2C)cc(OC)c1
→ 1, -3, -7, -8, 23, -23, -2.4, 2, 1, -2
> CC1CC(C)(C)NC(=S)N1CC(=O)NCc1ccc2c(c1)OCO2 (stereo unspecified)
→ -13, ., -6, -2, 15, -15, -1.9, -5, -6, 0
> COc1ccc(C2/C=C\CN(C(=O)Nc3ccc(C(F)(F)F)cc3)CC(=O)N2Cc2ccc(F)cc2)cc1 (stereo unspecified)
→ 3, 9, -7, -3, -15, 15, -1.7, 1, -1, .
> Cc1nc2ccccc2c(=O)n1CCc1ccc(O)cc1
→ -12, 14, 0, -13, 11, -11, 0.3, ., -3, .
> COCCCn1c(SCC(=O)OC2CCCCC2)nnc1-c1ccco1
→ 10, 13, 8, -2, -9, 9, 0.0, 2, ., 2
> NS(=O)(=O)c1ccc(CNC(=O)c2cc(=O)c3cc(Cl)ccc3o2)cc1
→ 4, -1, -21, 10, -3, 3, 0.3, -6, -6, 2
> Oc1c(N=Nc2ccccc2)sc2ccccc12
→ 23, 8, 2, -5, ., ., -0.3, 11, 2, .
> CCCc1cc(=O)n2nc(N3CCC(C(=O)Nc4c(F)c(F)c(F)c(F)c4F)CC3)sc2n1
→ 6, 16, 8, -6, -53, 53, -1.2, -2, 2, -13
> CCn1c2ccccc2c2cc(C3C(C#N)=C(N)Oc4n[nH]c(COC)c43)ccc21 (stereo unspecified)
→ -6, -8, -7, -8, -15, 15, -0.8, -5, -6, 2

Profiles from above. Order of values: MITF TRPM1 HTS, PfHsp90 yeast 2, PvdQ acylase, dFosB activator, SR-BI DiI-HDL act, SR-BI DiI inh, CAL PDZ FP-1, Rtt109 HAT inh, CAL PDZ FP-2, NSD2 HMT inh
`Cc1ccc2c(c1)Oc1ccc([N+](=O)[O-])cc1C(=O)N2` as listed: -2, -3, -5, 7, 3, -3, -1.0, -4, -1, -2
`COc1ccccc1CNC(=O)c1ccccc1C(=O)NC(C)(C)C(=O)NCc1ccccc1OC` as listed: -9, 1, -24, -10, 11, -11, -3.3, -1, -2, -1

Back to the main list, repeating the three entries before the break.
| structure | MITF TRPM1 HTS | PfHsp90 yeast 2 | PvdQ acylase | dFosB activator | SR-BI DiI-HDL act | SR-BI DiI inh | CAL PDZ FP-1 | Rtt109 HAT inh | CAL PDZ FP-2 | NSD2 HMT inh |
| --- | --- | --- | --- | --- | --- | --- | --- | --- | --- | --- |
| Oc1c(N=Nc2ccccc2)sc2ccccc12 | 23 | 8 | 2 | -5 | . | . | -0.3 | 11 | 2 | . |
| CCCc1cc(=O)n2nc(N3CCC(C(=O)Nc4c(F)c(F)c(F)c(F)c4F)CC3)sc2n1 | 6 | 16 | 8 | -6 | -53 | 53 | -1.2 | -2 | 2 | -13 |
| CCn1c2ccccc2c2cc(C3C(C#N)=C(N)Oc4n[nH]c(COC)c43)ccc21 (stereo unspecified) | -6 | -8 | -7 | -8 | -15 | 15 | -0.8 | -5 | -6 | 2 |
| CCCCn1c(-c2ccc(F)c(F)c2)nc2cc3[nH]c(=O)c(C(C)C)nc3cc21 | 3 | -15 | -3 | 5 | -18 | 18 | -1.6 | -4 | -1 | . |
| COc1ccccc1Nc1ccc(C(=O)NCc2cccs2)cn1 | 9 | 23 | -21 | 2 | 8 | -8 | -0.5 | -1 | -2 | 1 |
| O=C(NCCc1ccccc1)C1CCCN(S(=O)(=O)c2cccnc2)C1 (stereo unspecified) | 4 | -5 | -13 | 3 | 7 | -7 | 0.3 | 4 | -4 | 5 |
| Cc1ccc(-n2c(=O)c3c4c(sc3n3c(=S)[nH]nc23)CCC4)cc1 | . | -21 | -6 | -4 | 9 | -9 | -0.1 | -6 | . | 21 |
| COC(=O)/C=C/c1ccc2c(c1)S(=O)(=O)N(Cc1ccc(OC)cc1)[C@H]2CC(=O)OC | 5 | 4 | 6 | 0 | -20 | 20 | -1.0 | 2 | 0 | . |
| CSc1cccc(-n2cc(-c3ccc4c(c3)OCO4)[nH]c2=O)c1 | 10 | 0 | -4 | ? | -11 | 11 | -0.1 | 4 | -1 | . |
| CCOC(=O)C1=CN(CC)S(=O)(=O)NC1c1cccc(OC)c1 (stereo unspecified) | 4 | 7 | -6 | 1 | 1 | -1 | -0.9 | -3 | -3 | . |
| O=C(Nc1cccc(S(=O)(=O)N2CCCCC2)c1)c1cc2ccccc2o1 | 5 | 12 | -8 | -6 | -38 | 38 | -2.9 | 7 | . | . |
| Cc1cc(C)c(S(=O)(=O)n2nc(C)c(Br)c2C)c(C)c1 | 12 | 6 | 1 | -2 | -3 | 3 | 0.2 | -1 | -1 | 3 |
| N#CC1(NC(=O)CN2c3cccc4cccc(c34)S2(=O)=O)CCCCC1 | -12 | . | -9 | -15 | 0 | 0 | -1.5 | 1 | -1 | 1 |
| Cc1ccccc1N(C)S(=O)(=O)c1nnc(NC(=O)c2ccccc2F)s1 | 6 | -40 | -16 | -5 | 12 | -12 | -2.2 | 0 | -1 | 1 |
| CN(C)c1ccc(C(=O)Nc2cc(C(F)(F)F)ccc2-n2cncn2)cc1 | 19 | 20 | -11 | -5 | -16 | 16 | -0.9 | -2 | 4 | 2 |
| COCCNC(=O)CSc1cc(-c2ccccc2)c2ccc(OC)cc2n1 | -8 | -3 | -4 | -20 | -30 | 30 | -3.3 | 5 | -2 | . |
| Clc1ccc(-c2nnc(COc3ncnc4sccc34)o2)cc1 | 1 | 7 | 5 | -9 | 38 | -38 | -2.2 | 3 | 0 | 2 |
| O=C(NC(=S)N1CCc2ccccc21)c1ccco1 | -1 | 8 | -4 | 2 | 34 | -34 | 0.4 | 4 | 0 | 0 |
| COC(=O)c1ccccc1NC(=O)Cn1cnc([N+](=O)[O-])c1 | . | -20 | -14 | -2 | -17 | 17 | 0.5 | -1 | -1 | -3 |
| Cc1ccc(/C=C/C(=O)OCC(=O)NCc2cccs2)o1 | -1 | 18 | -8 | -4 | 16 | -16 | -0.5 | -3 | 19 | -1 |
| CC(C)(C)NC(=O)CN(C(=O)CSc1nnc(COc2ccccc2)o1)c1cccc(F)c1 | 2 | -23 | -1 | -10 | 24 | -24 | -1.1 | -4 | -2 | 1 |
| O=S(=O)(/N=C/c1c(O)ccc2ccccc12)c1ccccc1 | -27 | 4 | -11 | -3 | . | . | . | -2 | -3 | -1 |
